# Assay outcomes deposited in PubChem by National Center for Advancing Translational Sciences (NCATS).
# DT40 TDP1 CPT: qHTS for Inhibitors of human tyrosyl-DNA phosphodiesterase 1 (TDP1): qHTS in cells in presence of CPT; chicken DT40 Tdp1-/-;hTDP1 cells + 20 nM CPT, ATP luminescence, 48 h; 420,000 compounds, 12% hits; AID 686979, 2013; Potency, µM (doses to about 46.2 µM), inactives show top-dose activity change, negative = growth inhibition, most hits filed as inhibitors; also: nearly all actives have a fitted effect of over 55% in size
#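 Chicken DT40 Tdp1-/- cells stably complemented with human TDP1 were seeded at 400 cells/well in medium containing 20 nM camptothecin, exposed to pin-transferred compounds, and grown at 37 °C for at least 48 hr. Viability was read as ATP luminescence.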
# FEN1 inhibitor: qHTS Assay for the Inhibitors of Human Flap endonuclease 1 (FEN1); P39748; Recombinant FEN1 flap cleavage, fluorescence, 15 min; Potency, µM (highest dose often 114 µM), for inactives: top-dose activity change, negative = inhibition, actives largely listed as inhibitors; 390,000 compounds, 0.35% hits; also: nearly all actives have a fitted effect of over 65% in size
#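 Recombinant FEN1 (10 nM) was preincubated with pin-transferred compounds for 15 min at room temperature, then flap DNA substrate (50 nM final) was added. Plates were read at 0 and 15 min, and normalized concentration–response data were fitted to a four-parameter Hill equation.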
# GCN5L2 inh: qHTS Assay for Inhibitors of GCN5L2. 390,000 compounds, 0.21% hits. GCN5L2 HAT assay, ThioGlo1 CoA-SH fluorescence. Potency, µM (doses to about 58.9 µM), for inactives: top-dose activity change, negative = inhibition, most hits filed as inhibitors. AID 504327, 2011. Histone acetyltransferase KAT2A (Homo sapiens), Q92830
# Target sequence (Q92830 whole entry, looked up): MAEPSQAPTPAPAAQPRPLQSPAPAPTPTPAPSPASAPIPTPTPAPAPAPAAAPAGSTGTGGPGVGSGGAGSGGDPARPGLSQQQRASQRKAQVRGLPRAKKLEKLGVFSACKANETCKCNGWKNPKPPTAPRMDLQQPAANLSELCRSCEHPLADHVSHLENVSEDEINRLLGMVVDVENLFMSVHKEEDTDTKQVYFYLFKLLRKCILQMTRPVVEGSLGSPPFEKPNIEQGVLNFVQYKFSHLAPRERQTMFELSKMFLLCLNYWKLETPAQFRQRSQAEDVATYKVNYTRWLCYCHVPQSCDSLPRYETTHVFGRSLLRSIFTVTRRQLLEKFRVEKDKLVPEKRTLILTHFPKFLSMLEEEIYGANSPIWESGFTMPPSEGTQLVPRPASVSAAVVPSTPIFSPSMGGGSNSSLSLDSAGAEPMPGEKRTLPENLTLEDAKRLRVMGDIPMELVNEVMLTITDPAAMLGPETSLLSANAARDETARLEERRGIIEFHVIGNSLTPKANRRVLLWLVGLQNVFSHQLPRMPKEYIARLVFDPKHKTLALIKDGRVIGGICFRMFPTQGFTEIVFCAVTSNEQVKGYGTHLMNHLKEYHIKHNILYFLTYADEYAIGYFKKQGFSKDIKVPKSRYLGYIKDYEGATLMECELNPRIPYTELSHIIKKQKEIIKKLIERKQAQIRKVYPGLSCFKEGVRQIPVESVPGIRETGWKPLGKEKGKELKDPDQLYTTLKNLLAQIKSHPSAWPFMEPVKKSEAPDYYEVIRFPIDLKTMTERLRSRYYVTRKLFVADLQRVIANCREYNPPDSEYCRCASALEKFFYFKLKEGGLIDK
#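 GCN5L2 (20 nM) in 50mM HEPES pH 7.5, 0.1mM EDTA, 0.01% Tween-20 preincubated 15 min with compounds at room temperature. Reaction started with H3(1-25) 75uM, acetyl-CoA 70uM, ThioGlo1 50uM; CoA-thiol fluorescence (Ex340/Em540) read at 0 and 20 min.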
# * hit, by the source's call; ? = inconclusive; / = not tested or not shown; & = joins results of further samples. Calls follow the shape of the dose curve; as a rule, active = well fitted curve in the direction sought with a large enough effect; inconclusive = small, poorly fitted or top-dose-only effect, or another doubt; inactive = no such curve, though single readings can be large; an effect the other way counts as inactive or inconclusive. % is scaled to controls: 0 for no effect and ±100 for the full control effect; potency is read from the fitted curve at half-maximal effect.
# Values in the order: DT40 TDP1 CPT, FEN1 inhibitor, GCN5L2 inh
Cc1cc(C)cc(N2C(=O)CC(Sc3nnnn3-c3ccccc3)C2=O)c1 (stereo not given)
  2.6µM*, -5%, 0%
CCOC(=O)c1cccc(NC(=O)c2cc3cc4ccc(C)cc4nc3s2)c1
  15µM*, -4%, -5%
CC(C)Cn1cc(C(=O)NCCCN2CCC(C)CC2)c2c3ccccc3n(C)c2c1=O
  -17%, 8%, /
CC(C)c1ccc(NC(=O)c2cccn2-c2nnc(N3CCCCC3)s2)cc1
  18µM*, -20%, -2%
Cc1ccc(C(=O)c2cccc(N)c2)cc1C
  -4%, -11%, -4%
Cc1[nH]c2ccccc2c1C(=O)CN1CCN(C/C=C/c2ccccc2)CC1
  ?, -4%, 0%
CC(C)=N/N=C1\NC(=O)C(C)S1 (stereo not given)
  5%, -9%, -1%
COCCN(C(=O)CSc1n[nH]c(-c2ccccc2)n1)c1c(N)n(CC(C)C)c(=O)[nH]c1=O
  14%, -4%, 0%
Cc1ccc2nc(NCc3ccco3)c(C=NCc3ccco3)c(=O)n2c1
  11%, -2%, -10%
CCOc1cc(CN2CCC(n3nccc3NC(=O)C3CC3)CC2)ccc1O
  2%, 2%, -6%
CCOC(=O)N1CCN(S(=O)(=O)c2cc(Cl)ccc2Cl)CC1
  ?, 1%, -2%
Cc1ccc(CNC(=O)CCS(=O)(=O)Cc2ccc(C)cc2)cc1
  -3%, 1%, -3%
O=C(O)CC1(CC(=O)Nc2ccccc2Br)CCCC1
  -5%, -1%, /
COc1ccc(OCC(=O)N2N=C(C)CC2(O)C(F)(F)F)cc1 (stereo not given)
  -9%, 1%, -11%
CCC(=O)N1CCc2cc(OC)c(OC)cc2C1COc1ccc(OC)cc1 (stereo not given)
  -16%, 6%, -3%
Cc1cccc(C)c1NC(=O)CN(C)CC(=O)Nc1ccccc1Oc1ccccc1
  -4%, -12%, -2%
Cc1ccc(CNC(=O)C2CCCN(S(=O)(=O)c3c(C)n[nH]c3C)C2)cc1 (stereo not given)
  ?, -4%, -7%
CCN(CC)CCNC(=O)c1cc2c(=O)n(C)c3cc(Cl)ccc3c2s1
  ?, 10%, -4%
CC1CC1C(=O)N1CCN(S(=O)(=O)c2cc(C(F)(F)F)cc(C(F)(F)F)c2)CC1 (stereo not given)
  16µM*, -11%, -16%
N#Cc1ccc(CN2CCCC3(CCN(C(=O)c4cccc(F)c4)CC3)C2)cc1
  ?, /, -2%
COc1ccccc1NC(=O)c1sc2nc3c(c(C(F)(F)F)c2c1N)CN(C(C)=O)CC3
  ?, 2%, -4%
Cc1ccc(-c2nc3sc4c(c3c(=O)n2N)CC(C)(C)OC4)cc1
  -17%, -14%, -5%
COc1ccccc1NC(=O)C1=C(C)NC2=C(C(=O)CC(c3ccc(OC)c(OC)c3)C2)C1c1coc2ccccc2c1=O (stereo not given)
  ?, 2%, -4%
CCc1cccc(CN2CCC(CNC(=O)Nc3ccc(Cl)cc3)CC2)c1
  ?, -6%, 3%
Cc1ccc(NC(=O)/C=C/c2cccs2)c([N+](=O)[O-])c1
  13µM*, 0%, ?
COc1ccc2nc(N(CCN(C)C)C(=O)c3ccc4c(c3)OCCO4)sc2c1
  6%, 0%, ?
COc1ccc(NC(=S)N2CCCC(CO)C2)c(OC)c1 (stereo not given)
  -7%, -1%, -4%
CCc1ccc(-c2cn3nc(CC)sc3n2)cc1
  -20%, 5%, -2%
COC(=O)[C@H](CC(C)C)NC(=O)NC1CCCc2ccccc21 (stereo not given in full)
  7%, 0%, 0%
CC1CCc2nn(CC(=O)NC3CCCC3)cc2C1 (stereo not given)
  -1%, 0%, -5%
CCOc1cc(/C=N\NC(=O)Cc2ccccc2)ccc1OCC(=O)Nc1ccc(C)c(C)c1
  13µM*, -1%, -4%
CC12CC3CC(C)(C1)CC(CN1CCOCC1)(C3)C2
  ?, -2%, -5%
O=C(Nc1ccc(N2CCN(C(=O)c3ccc(Cl)cc3)CC2)cc1)c1ccc([N+](=O)[O-])o1
  2.9µM*, 2%, -2%
CCn1c2ccccc2c(=O)c2ccccc21
  ?, ?, 1%
O=C(CSc1ncc(CO)n1Cc1ccccc1)Nc1ccc(C(F)(F)F)cc1
  15µM*, -10%, -4%
COc1ccc(CN(C(=O)c2ccc(CN3CCOCC3)o2)C(C(=O)NCC2CCCO2)c2ccc(F)cc2)cc1 (stereo not given)
  -11%, -2%, -1%
O=S(=O)(Nc1cccc(C(F)(F)F)c1)c1cnc[nH]1
  0%, -10%, 2%
COc1ccc2nc(NC(=O)c3ccccc3-c3ccccc3C(=O)O)sc2c1
  7%, -9%, 11%
O=c1c(-c2cc(-c3ccc(F)cc3)nc3c2COc2ccc(Cl)cc2-3)coc2ccc(F)cc12
  3%, -4%, -3%
Cc1nnc2ccc(-c3cccc(NS(C)(=O)=O)c3)nn12
  -3%, -9%, ?
Cc1ccc2nc(-c3ccncc3)cc(-c3ccccc3)c2c1
  ?, -18%, -3%
COc1ccccc1NC(=O)c1ccc(NC(=O)CSc2nncn2C)cc1
  -2%, -7%, -2%
COc1ccc(CN2CCCCC2c2cccnc2)c(OC)c1C (stereo not given)
  -2%, 1%, 0%
CCOC(=O)Cn1c(=N)n(CCOc2ccc(F)cc2)c2ccccc21
  7%, 5%, -1%
CC(C)c1ccccc1-n1c(SCc2cc(=O)oc3ccc4ccccc4c23)nnc1-c1cccnc1
  ?, -8%, -24%
CCN(CC)C(=O)CN(C#N)c1nc(C)cc(C)n1
  -16%, -13%, 16%
COc1ccc(Cn2c(SCc3ccc(C(=O)NC4CCCCC4)cc3)nc3ccncc32)cc1
  ?, 20%, -8%
COc1cccc(C2NC(=O)c3sc(=S)n(-c4ccccc4)c3N2)c1 (stereo not given)
  ?, -1%, -4%
c1ccc(Cc2cc(-c3ccccc3)on2)cc1
  -15%, 9%, -5%
COc1ccc(C2C(=O)N(C3CCCCCC3)CC(=O)N2Cc2ccc(C)cc2)cc1OC (stereo not given)
  23µM*, 12%, -2%
Cc1cc(OCC(=O)NCC(O)c2ccccc2)c2c(C)cc(=O)oc2c1 (stereo not given)
  -6%, -8%, 2%
Cc1ccccc1NC(=S)NC(=O)c1cncc(Br)c1
  -12%, -5%, 2%
Cc1onc(-c2c(F)cccc2Cl)c1C(=O)N1CCN(S(C)(=O)=O)CC1
  -6%, -1%, -3%
CC(=O)c1nn(-c2ccc(Cl)cc2)c(=O)[nH]c1=O
  1%, -17%, 2%
Cc1ccc(C)c(S(=O)(=O)N2CCN(C(=O)c3cc(-c4cccs4)nn3-c3ccccc3)CC2)c1
  ?, -7%, -1%
O=C(CCN1C(=O)/C(=C/c2ccccc2Cl)SC1=S)NC1=NCCS1
  4%, -1%, -8%
Cc1oc2ccc(O)c(CN3CCOCC3)c2c1C(=O)Nc1cccc(Cl)c1C
  12µM*, -7%, -8%
CCOC(=O)C(C)n1cnc2c(nnn2-c2ccc(OC)cc2)c1=O (stereo not given)
  0%, -2%, -5%
COc1ccccc1CNC(=O)c1ccc2nc(CCc3ccccc3)oc2c1
  ?, -2%, -6%
Cc1[nH]n(-c2ccccc2)c(=O)c1C=NCCc1ccccc1
  -13%, -11%, -6%

# Next part
# Values in the order: DT40 TDP1 CPT, FEN1 inhibitor, GCN5L2 inh
NC(=S)Nc1ccc(Cl)cc1Cl
  -27%, -1%, 0%
O=S(=O)(NC1CC1)c1ccccc1
  -15%, 28%, -12%
CCSc1nc2c(c(=O)[nH]1)C(c1cccnc1)C(C(=O)OC(C)C)=C(C)N2 (stereo not given)
  0%, -1%, 0%
CC[C@@H]1CC=C[C@H]2[C@H]1C(=O)N(Cc1ccccc1)[C@H]2c1ccoc1
  16µM*, -14%, -7%
Cc1ccc(S(=O)(=O)N2CCCCC2)cc1C(=O)NCC1CCCO1 (stereo not given)
  0%, -2%, -1%
COc1ccc(/C=C/C(=O)C2CC2)cc1COc1cccc(C)c1C
  ?, -1%, -10%
Cc1ccc(S(=O)(=O)N2CCCC2C(=O)NCc2ccco2)cc1 (stereo not given)
  -23%, -3%, 2%
COc1ccccc1Oc1ccc2c(c1)C(=O)N(c1cccc3ncccc13)C2=O
  2%, -2%, -1%
O=C(N/N=C/c1ccc(-c2ccccc2[N+](=O)[O-])o1)c1cccnc1
  16µM*, 1%, -22%
Cc1nc(C2COc3ccccc3O2)sc1C(=O)O (stereo not given)
  -7%, 3%, -16%
Fc1ccc(-c2cnn3c(-c4ccncc4)ccnc23)cc1
  1%, -5%, -23%
Cc1ccc(NC(=O)C2CCCN(c3nnc(C)c4c(C)n(-c5ccccc5)nc34)C2)cc1Cl (stereo not given)
  12µM*, -8%, -5%
CCOC(=O)N1CCC(O)(c2cc(C)c(C)cc2C)CC1
  ?, -4%, 1%
CC(C)(C)c1nc2scc(-c3ccc(Cl)cc3)c2c(=O)o1
  -12%, 6%, -1%
CNc1ccc(Br)cc(C(=O)/C=C/c2ccc(OC)cc2OC)c1=O
  9.2µM*, ?, -20%
CCOC(=O)c1c(NC(C)=O)c2c3c(sc2n1Cc1nc(-c2ccccc2Cl)oc1C)CCCC3
  ?, 15%, -7%
c1c(CC2CCCC2)nnn1C[C@H]1CC[C@@H]([C@@H]2CC[C@H](Cn3cc(CC4CCCC4)nn3)O2)O1
  ?, 21%, 3%
CN(C)S(=O)(=O)c1cccc2c1C(=O)c1ccccc1C2=O
  8%, -2%, -7%
COC(=O)c1cn(-c2ccccc2)c(=O)c2ccccc12
  -12%, -15%, -1%
Fc1cc(F)cc(Nc2nc(Cl)nc(NC3CCCC3)n2)c1
  /, -5%, -10%
N#C/C(=C(/O)COC(=O)c1ccc(O)cc1)c1nc2ccccc2[nH]1
  -17%, 10%, -1%
CCC(C)n1c(SCc2ccc(F)cc2Cl)nc2ccsc2c1=O (stereo not given)
  18µM*, 7%, -3%
COc1ccc(C2/C=C\CNCC(=O)N2Cc2ccc(F)cc2)cc1 (stereo not given)
  -8%, 7%&-5%, 5%
C/C(=N/NC(=O)CNc1ccc(C)cc1)c1ccc(Br)s1
  18µM*, -8%, -20%
COc1cc(C)nc(NC(=S)N(C)C(=O)c2ccccc2)n1
  -4%, 0%, -1%
Cc1cc(F)ccc1NC(=O)CCn1nc(C)c(S(=O)(=O)N2CCCCC2)c1C
  6%, -8%, -13%
COc1ccc(NC(=O)c2cc(-c3ccccc3OC)on2)cc1
  2.8µM*, -6%, -3%
Cc1c(NC(=O)c2cc(=O)[nH]c(=O)[nH]2)c(=O)n(-c2ccccc2)n1C
  -3%, 7%, -4%
Cc1ccc(C)c(N2CCN(CCCNC(=O)c3cnn(-c4ccc(F)cc4)c3C3CCN(C(=O)OC(C)(C)C)CC3)CC2)c1
  4.1µM*, -1%, -4%
CN(C)c1cc(O)c(C(=S)Nc2ccccc2)c(N(C)C)c1
  16µM*, -16%, -16%

# Shown as comma-separated lines: part of the list above
canonical_smiles,DT40 TDP1 CPT,FEN1 inhibitor,GCN5L2 inh
COc1ccc(NC(=O)c2cc(-c3ccccc3OC)on2)cc1,2.8µM*,-6%,-3%
Fc1cc(F)cc(Nc2nc(Cl)nc(NC3CCCC3)n2)c1,/,-5%,-10%

# Full records, looked up by structure:
# Cc1ccc(C)c(N2CCN(CCCNC(=O)c3cnn(-c4ccc(F)cc4)c3C3CCN(C(=O)OC(C)(C)C)CC3)CC2)c1 across the screens: DT40 TDP1 CPT = 4.1µM*; FEN1 inhibitor = -1%; GCN5L2 inh = -4%
# COc1cc(C)nc(NC(=S)N(C)C(=O)c2ccccc2)n1 across the screens: DT40 TDP1 CPT = -4%; FEN1 inhibitor = 0%; GCN5L2 inh = -1%
# c1c(CC2CCCC2)nnn1C[C@H]1CC[C@@H]([C@@H]2CC[C@H](Cn3cc(CC4CCCC4)nn3)O2)O1 across the screens: DT40 TDP1 CPT = ?; FEN1 inhibitor = 21%; GCN5L2 inh = 3%

# New compounds follow
# Values in the order: DT40 TDP1 CPT, FEN1 inhibitor, GCN5L2 inh
Cc1ccc(NS(C)(=O)=O)c(C(=O)c2ccccc2)c1
  2%, -2%, -5%
CCC(C)(C)NC(=O)CN(Cc1cccs1)C(=O)CNS(=O)(=O)c1ccc(F)cc1
  2%, 0%, 1%
COc1ccc(-n2cc(CNCc3cccnc3)c(-c3cccc(F)c3)n2)cc1
  ?, -14%, -5%
CCOC(=O)c1ccc(NC(=O)c2cnn(-c3ccc(C)cc3C)c2C2CCN(C(=O)OC(C)(C)C)CC2)cc1
  ?, -1%, -12%

# An excerpt (hit frequency here may not be typical).
